EPAC1 antag: EPAC1 (human) antagonism. Potency, µM (titrated, usually from 115 µM), without a hit: at the top dose activity change, negative = inhibition, actives largely listed as inhibitors. O95398. AID 720709. EPAC1 GEF assay, Rap1b-BODIPY-GDP exchange fluorescence. actives 0.14% (n = 360,000);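 note: potency is the fitted concentration of half-maximal effect; plate controls were vehicle for no effect and positive control for full effect; nearly all actives have a fitted effect of over 50% in size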
Target sequence (O95398 whole entry, looked up): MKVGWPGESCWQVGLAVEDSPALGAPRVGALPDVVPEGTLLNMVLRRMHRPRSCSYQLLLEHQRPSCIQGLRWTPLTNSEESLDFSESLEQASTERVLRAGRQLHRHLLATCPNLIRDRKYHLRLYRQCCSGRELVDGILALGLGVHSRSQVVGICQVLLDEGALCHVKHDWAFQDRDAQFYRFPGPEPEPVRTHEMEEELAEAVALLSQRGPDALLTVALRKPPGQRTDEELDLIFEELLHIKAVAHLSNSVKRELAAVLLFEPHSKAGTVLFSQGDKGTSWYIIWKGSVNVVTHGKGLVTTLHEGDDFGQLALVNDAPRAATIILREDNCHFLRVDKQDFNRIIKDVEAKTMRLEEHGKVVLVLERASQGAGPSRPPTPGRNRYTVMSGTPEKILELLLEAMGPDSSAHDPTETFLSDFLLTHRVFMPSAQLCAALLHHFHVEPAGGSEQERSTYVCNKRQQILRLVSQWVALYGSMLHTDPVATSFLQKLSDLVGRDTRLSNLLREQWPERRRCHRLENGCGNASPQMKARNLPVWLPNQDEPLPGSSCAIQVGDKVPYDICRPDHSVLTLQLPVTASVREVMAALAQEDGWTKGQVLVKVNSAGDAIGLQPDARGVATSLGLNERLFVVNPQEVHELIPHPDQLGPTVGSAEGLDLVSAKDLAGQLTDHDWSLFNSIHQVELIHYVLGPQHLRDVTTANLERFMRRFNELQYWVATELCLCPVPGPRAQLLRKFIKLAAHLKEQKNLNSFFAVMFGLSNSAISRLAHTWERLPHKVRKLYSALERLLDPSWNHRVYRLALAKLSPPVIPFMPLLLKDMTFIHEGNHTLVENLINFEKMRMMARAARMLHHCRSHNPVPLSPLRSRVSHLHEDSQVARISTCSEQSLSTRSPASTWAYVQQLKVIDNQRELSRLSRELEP
PI5P4Ka inh: blocks human PI5P4K alpha kinase activity; P48426; PI5P4Kalpha enzyme, ADP-Glo luminescence, 60 min; stronger effect = lower value; max response, %; actives 1.2% (n = 330,000); AID 652105; active = max response of -50% or lower; inconclusive = between -30% and -50%; inactive = -30% or higher; note: value at the top dose of about 77 µM; % is set by controls: 0 for no effect and ±100 for the full control effect
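Controls without substrate or without enzyme flank wells where PI5P4Kalpha converts substrate using 5 microM ATP (final). Incubation lasts 60 minutes at room temperature; ADP formed is read by ADP-Glo luminescence.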
IL-2 act: activators of IL-2; actives 0.065% (n = 360,000); AID 652025; activation, % (series mostly up to about 46 µM); IL-2 activation reporter assay, cell-based qHTS; stimulated with anti-CD3/CD4/CD28 beads; in transgenic mouse T cells; in the data active = activation above about 50%; inconclusive = mostly about 30% to 49%; note: 0% is about no effect
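Readout: EGFP and DsRed signals by fluorescent plate cytometry. Unstimulated transgenic mouse T cells received compound 60 min before antibody-bead stimulation, then incubated 18 h at 37 degrees C.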
WRN helicase inh: blocks human WRN helicase. Q14191. WRN helicase unwinding, fluorescent forked duplex, kinetic. Potency, µM (titrated, usually from 114 µM), for inactives: at the top dose activity change, negative = inhibition, actives largely listed as inhibitors. actives 0.46% (n = 360,000). AID 651768; note: potency is the fitted concentration of half-maximal effect; % is set by controls: 0 for no effect and ±100 for the full control effect; nearly all actives have a fitted effect of over 55% in size
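Kinetic red-fluorescence monitoring (525/598 nm) tracks WRN helicase activity after 100 nM fluorophore-quencher forked duplex and 2 mM ATP are added to 20 nM enzyme pretreated 15 min at room temperature with compound.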
Abeta yeast res: A-beta toxicity reversal in yeast; yeast expressing A-beta42, growth rescue, OD600, 48 h; response scale: 0% DMSO, 100% iron-clioquinol control; Potency, µM (top dose mostly 46.1 µM), without a hit: top-dose growth rescue, hits mostly activators; actives 0.063% (n = 410,000); AID 1347071; note: potency is the fitted concentration of half-maximal effect; nearly all actives have a fitted effect of over 55% in size
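Growth rescue measured by 600 nm absorbance after 48 h yeast culture at 30 C with compound. Values normalized between DMSO and an equimolar ferric chloride plus clioquinol control.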
FUS suppressor: rescues growth of FUS-expressing yeast. S. cerevisiae FUS-expressing, growth rescue, OD600, 24 h. Potency, µM (titrated, usually from 76.6 µM), for inactives: at the highest dose growth rescue (activation), actives largely listed as activators. actives 0.24% (n = 390,000). AID 1347120;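 note: potency is the fitted concentration of half-maximal effect; plate controls were DMSO vehicle for no effect and reference control for full effect; nearly all actives have a fitted effect of over 55% in size; some results filed as inactive show a strong effect at the top dose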
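Quantitative HTS measuring growth restoration of FUS-toxic yeast. Galactose-induced cells (OD 0.005) were exposed 24hr at 30C to compounds at several concentrations, then absorbance at 600 nm was recorded.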
PLK1 PBD block: blocks phosphopeptide binding to human PLK1 polo-box domain | actives 2.8% (n = 360,000) | Potency, µM, for inactives: max response, negative = inhibition, usual class: inhibitors | P53350 | AID 720504 | Plk1 PBD binding of FITC phosphopeptide, fluorescence polarization; note: potency is the fitted concentration of half-maximal effect; series mostly up to about 57 µM; % is set by controls: 0 for no effect and ±100 for the full control effect; nearly all actives have a fitted effect of over 65% in size
EPAC1 ag: agonists of human EPAC1. O95398. Potency, µM (titrated, usually from 154 µM), without a hit: at the top dose activation, hits mostly activators. actives 0.073% (n = 360,000). EPAC1 agonist qHTS, biochemical assay; response scale: 100% = response to 6.5 mM cAMP; note: potency is the fitted concentration of half-maximal effect; nearly all actives have a fitted effect of over 60% in size
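Multi-concentration qHTS readout: loss of Rap1B-bound BODIPY-GDP fluorescence driven by 100 nM EPAC1 with excess GDP (50 uM), monitored kinetically at room temperature; agonist response expressed relative to 6.5 mM cAMP.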
* marks the source's active call; other numbers are inactive results; ? = inconclusive; . = no result given; [ ] = another dose, or the depositor's remark. Unless noted, calls come from the whole dose curve; as a rule, active = well fitted curve in the direction sought with a large enough effect; inconclusive = small, poorly fitted or top-dose-only effect, or another doubt; inactive = no such curve, though single readings can be large; an effect the other way counts as inactive or inconclusive.

entry	structure	EPAC1 ag	Abeta yeast res	PLK1 PBD block	FUS suppressor	EPAC1 antag	WRN helicase inh	IL-2 act	PI5P4Ka inh
1	COc1cc(/C=C2\C(=O)N(c3ccc(NC(C)=O)cc3)N=C2c2ccccc2)ccc1O	11%	-2%	24µM*	?	-12%	-13%	1.3	-11
2	CSCC[C@H](NS(=O)(=O)c1ccc(C(C)=O)cc1)c1nnc2ccccn12	17%	2%	-17%	-14%	-4%	?	-0.5	?
3	CN(C)C=Nc1c(C(=O)c2ccccc2)sc2nccc(N(C)C)c12	-3%	7%	-26%	2%	-5%	4%	-2.5	-4
4	CCCCn1c(N)c(N(Cc2ccccc2OC)C(=O)COc2ccc(C)cc2)c(=O)[nH]c1=O	1%	5%	4%	15%	4%	-1%	3.5	0
5	Nc1nonc1-n1nnc(C(=O)N/N=C/c2cc(Br)ccc2O)c1CNc1ccccc1	9%	-5%	-2%	16%	-46%	6%	-3.4	-12
6	CSC(=NS(=O)(=O)c1ccc(N)cc1)NS(=O)(=O)c1cccs1	2%	4%	-25%	10%	-17%	-4%	-0.4	2
7	c1ccc(SCc2cc(-c3ccccc3)no2)cc1	10%	-10%	-7%	-4%	-13%	6%	-5.9	26
8	COc1ccc(NS(=O)(=O)c2cccc(C(=O)NNC(=O)NCCCl)c2)cc1	10%	-5%	-5%	9%	-15%	0%	7.4	-6
9	COc1cccc(C2CC(c3cccs3)=NN2C(=O)CSc2nc3ccccc3o2)c1OC (centres undefined)	-12%	-1%	-7%	-23%	-29%	6%	-3.2	-2
10	O=C1COc2ccccc2N1Cc1ccc(Cl)cc1	-1%	31%	-15%	6%	-3%	-2%	-0.2	1
11	CC1CN(CCOCCOc2ccccc2-c2ccccc2)CC(C)O1 (centres undefined)	2%	3%	-2%	-18%	-2%	8%	4.0	0
12	COc1cccc(-n2c(CNC(=O)OC(C)(C)C)n[nH]c2=S)c1	-10%	1%	-9%	15%	-9%	10%	-2.7	3
13	O=C(Cn1cc(C(F)(F)F)ccc1=O)N/N=C/c1ccccc1O	-2%	-4%	30µM*	-5%	5%	4%	-0.7	1
14	CN(C(=O)CSc1nnc(-c2ccco2)n1C)C1CCCCC1	-26%	-7%	-21%	7%	-9%	-14%	2.9	3
15	CN(C)C(=O)CCc1ccc2c3c([nH]c2c1)[C@]1(CCC2CCCC2)[C@@H](C(=O)N2CCOCC2)C[C@H](CC(=O)NCCc2ccccn2)C(=O)N1CC3	3%	6%	-4%	35%	-5%	3%	0.4	11
16	COc1cc(C(F)(F)F)ccc1C(=O)NCCc1ccco1	1%	19%	-4%	13%	13%	-4%	1.1	-2
17	Cc1nn(CC(=O)NC2C(=O)N3C(C(=O)O)=C(CSc4nnnn4C)CSC23)cc1Br (centres undefined)	-11%	-13%	-11%	28%	-22%	-7%[11.6 µM]	-0.8	1
18	CCCCCc1nc2c(C#N)c(-c3ccc(Cl)cc3)ccn2n1	-1%	-4%	-5%	22%	-6%	-4%	-1.5	8
19	COC(=O)N/N=C/c1ccccc1OCc1ccccc1	-12%	12%	-3%	.	6%	-8%	-0.6	0
20	Cc1c(NC(=O)c2cccc(NC(=O)C(C)Oc3ccccc3)c2)c(=O)n(-c2ccccc2)n1C (centres undefined)	11%	2%	-5%	10%	6%	6%	-2.7	-1
21	CC(C)(C)c1cc(Br)ccc1OCC(=O)Nc1ncn[nH]1	-3%	21%	-5%	-5%	-18%	-4%	-0.4	-1
22	COc1ccc(CNc2ncnc3sccc23)cc1OC	6%	9%	-1%	13%	-18%	5%	-0.1	1
23	CC1CC(C)CN(S(=O)(=O)c2ccc(C(=O)Nc3nnc(-c4cccs4)o3)cc2)C1 (centres undefined)	9%	5%	?	20%	-10%	4%	-3.7	-10
24	COc1ccc(C(=O)N2c3ccccc3C=CC2C#N)cc1 (centres undefined)	13%	-14%	-16%	17%	-21%	-30%[57.1 µM]	-3.7	?
25	Cn1ccnc1CN1CCCCC1C(=O)Nc1ccc(Oc2cccnc2)cc1 (centres undefined)	-8%	3%	4%	8%	13%	5%	-0.9	1
26	CC(=O)NC1Sc2ccccc2N=C1c1ccccc1 (centres undefined)	9%	-2%	19µM*	28%	7%	-15%	-0.3	?
27	O=C(c1ccc(Cl)cc1)N1CCC(O)(CSc2ccccc2)CC1	-3%	29%	1%	4%	-2%	1%	-0.1	-3
28	CCOC(=O)Cc1n[nH]c(=O)c2ccccc12	7%	11%	-8%	-3%	0%	-31%	-0.5	-1
29	Cc1noc(C)c1C(=O)NCC1COc2ccccc2O1 (centres undefined)	4%	20%	-2%	-23%	17%	4%	0.6	1
30	Cc1nn(Cc2cccc3ccccc23)c(C)c1NC(=O)c1cccnc1	?	10%	-4%	6%	22%	2%	-0.3	-4
31	CCOc1ccccc1NC1=NC2CS(=O)(=O)CC2S1 (centres undefined)	0%	11%	-13%	-9%	?	0%	0.4	4
32	Cc1ccccc1OCc1nnc(SCC(=O)Nc2ccc3c(c2)oc2ccccc23)n1C	4%	-10%	-12%	34%	-5%	-2%	0.1	.
33	Cc1ccc(C(=O)N2CCCCCC2)cc1Br	-11%	-12%	27µM*	-15%	1%	15%	0.7	-19
34	CC(C)[C@H](NC(=O)[C@@H]1CSCN1C(=O)OC(C)(C)C)C(=O)NCC1CCC(C(=O)O)CC1 (some centres undefined)	-11%	5%	0%	4%	14%	2%	0.2	3
35	CCOC(=O)C1CCN(C2=C(NS(=O)(=O)c3ccc(Cl)cc3)C(=O)c3ccccc3C2=O)CC1	12%	-23%	-28%	56%	?	-13%	0.3	0
36	O=C(Nc1ccc2c(c1)OCO2)O[C@@H]1C[C@H]2CCC(=O)N3CC[C@@H](C1)[C@@H]23	-3%	-7%	-24%	-3%	-4%	12%	0.0	-3

Complete entries as entered above. Screens in order: EPAC1 ag | Abeta yeast res | PLK1 PBD block | FUS suppressor | EPAC1 antag | WRN helicase inh | IL-2 act | PI5P4Ka inh
Results for `Cc1ccccc1OCc1nnc(SCC(=O)Nc2ccc3c(c2)oc2ccccc23)n1C` → 4% | -10% | -12% | 34% | -5% | -2% | 0.1 | .
Results for `Cc1ccc(C(=O)N2CCCCCC2)cc1Br` → -11% | -12% | 27µM* | -15% | 1% | 15% | 0.7 | -19

Next part
entry	structure	EPAC1 ag	Abeta yeast res	PLK1 PBD block	FUS suppressor	EPAC1 antag	WRN helicase inh	IL-2 act	PI5P4Ka inh
37	O=C(CSc1cccs1)NCCc1ccccc1	-3%	2%	-22%	.	-2%	-2%	-4.5	-2
38	C=C(C)COc1ccc(-c2[nH]ncc2-c2ccc(Br)cc2)c(O)c1	11%	-46%[inhibitor]	-7%	.	-4%	-31%	-5.3	2
39	Cc1ccc(Nc2nc(-c3ccc(S(=O)(=O)N4CCOCC4)cc3)cs2)cc1	1%	-11%	-11%	11%	3%	0%	0.7	.
40	O=C(OCc1ccc([N+](=O)[O-])cc1)C1CCN(S(=O)(=O)c2ccccc2)CC1	-1%	-2%	2%	9%	-19%	2%	-4.2	6
41	CC1(C)Cn2c(nnc2-c2ccccc2)S1	3%	-5%	-5%	27%	-7%	-10%	-1.1	.
42	COc1ccc(C(=O)N/N=C/c2cn[nH]c2-c2ccc(OC)cc2OC)cc1	-4%	-10%	7%	.	-18%	-9%	-4.0	-12
43	CC(=O)Nc1ccc(NC(=O)c2ccc(NS(=O)(=O)c3cccc4cccnc34)cc2)cc1	0%	6%	-2%	13%	4%	-12%	0.7	-12
44	COCCSc1ccccc1C(=O)NCC1CCCO1 (centres undefined)	-5%	-6%	-10%	-15%	12%	3%[57.1 µM]	-2.0	.
45	CN1CCc2nc(NC(=O)c3cccc(OC(F)F)c3)sc2C1	7%	5%	-9%	18%	-9%	8%	1.6	0
46	CN[C@H]1C[C@H]2c3[nH]c4ccccc4c3CCN2C(=O)[C@H]1[C@H](C)O	2%	8%	-9%	-6%	-17%	0%	-1.9	-1
47	CC/C(=N\NC(=O)c1csc(C)c1C)c1cccs1	-13%	-2%	-3%	-11%	1%	6%	-1.5	-2
48	Cc1cc(C)nc(N2CCCC(C(=O)NCc3cccc(C(F)(F)F)c3)C2)n1 (centres undefined)	4%	-9%	5%	-27%	-4%	-5%	-1.0	.
49	CC(C)(O)C#Cc1ccc(CN2CCN(Cc3ccsc3)C(CCO)C2)s1 (centres undefined)	3%	4%	-6%	2%	-17%	-10%	-3.2	1
50	O=c1cc2c(nn1Cc1ccccc1Cl)-c1ccccc1CC2	19%	-14%	-24%	33%	-4%	10%	-0.3	-2
51	CC(=O)Nc1ccc(NC(=O)COc2cc(C)cc3oc(=O)cc(C)c23)cc1	3%	1%	3%	6%	18%	7%	-1.0	-4
52	CC1CCc2[nH]c3ccc(C(=O)N(C)CC(=O)Nc4ccc(F)cc4)cc3c2C1 (centres undefined)	31%	6%	-4%	?	-25%	-26%	-0.5	8
53	COC(=O)[C@@]1(Cc2ccc(OC)cc2)[C@H]2c3cc(C(=O)N4CCCC4)n(CCn4cc([N+](=O)[O-])nc4C)c3C[C@H]2CN1C(=O)c1ccccc1	2%	4%	-10%	-13%	-8%	-1%	-0.3	-3
54	OC(c1ccc(CN2CCCCC2)cc1)c1ncc(-c2ccccc2F)[nH]1 (centres undefined)	-15%	-5%	2%	-8%	-1%	-3%	0.5	-2
55	COc1ccc(S(=O)(=O)N(C)c2ccc(C(=O)NCc3ccccn3)cc2)cc1	-8%	2%	-3%	8%	2%	-1%	0.4	-7
56	O=C(Nc1ccc(Oc2ncccn2)cc1)c1ccco1	4%	-7%	-15%	-14%	-6%	-5%	0.6	-9
57	CC1(C)CC(=O)C(C=NCCCn2ccnc2)=C(O)C1	6%	4%	-9%	18%	-1%	7%	1.4	.
58	CCCC(=O)N1c2ccccc2C(N(C(C)=O)c2ccccc2)CC1C (centres undefined)	-33%[inhibitor]	4%	-15%	?	-3%	-2%	1.1	6
59	Cc1cccc(Cn2cnc3c(NS(C)(=O)=O)c(C)c(C)cc32)c1	-9%	-3%	-7%	19%	-19%	-13%	-3.4	-2
60	Cc1cc(C)c2cc(C(=O)N3CCC(C(=O)c4ccc(F)cc4)CC3)[nH]c2c1	14%	22%	-8%	43%	-26%	-24%	-0.8	-6
61	NS(=O)(=O)c1cccc(C(=O)N2CCCc3ccccc32)c1	-12%	-4%	-3%	-41%	-14%	15%	-0.8	1
62	CCN(CC)c1ccc2cc(S(=O)(=O)c3ccc(Cl)cc3)c(=O)oc2c1	89µM*	-19%	19µM*	3%	126%[activator]	-8%	3.5	3

From PubChem BioAssay

The order is random, and some 4.1% of all compounds hit somewhere here.
